Source: PubChem
MCL1 BIM primary = inhibitors of human MCL1 binding to BIM-BH3 peptide. inhibition, % at 10.9 µM. AID 2057. GST-MCL1 / FITC-Bim-BH3 fluorescence polarization. 320,000 compounds, 0.68% hits. Q07820;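 active means inhibition above the mean inhibition of all tested compounds plus 3 SD, set per campaign, cut at about 40% in these data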;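 further: 0% = DMSO wells and 100% = unlabeled Bim-BH3 peptide control; higher means more loss of mP so more displacement of Bim peptide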
MEX-5 binding = C. elegans MEX-5 TCR-2 RNA binding activity | Q9XUB2 | MEX-5/FITC-TCR2 RNA binding, fluorescence polarization; hits give low values | activity score (negative = inhibition of binding), % at 10 µM | 300,000 compounds, 0.38% hits;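 active means inhibition past about -25% in most replicates, and total fluorescence under double the plate's negative control median, limit read from the data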;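 further: 0% = DMSO and -100% = 5 µM competing unlabeled TCR2 RNA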
Target sequence (Q9XUB2 whole entry, looked up): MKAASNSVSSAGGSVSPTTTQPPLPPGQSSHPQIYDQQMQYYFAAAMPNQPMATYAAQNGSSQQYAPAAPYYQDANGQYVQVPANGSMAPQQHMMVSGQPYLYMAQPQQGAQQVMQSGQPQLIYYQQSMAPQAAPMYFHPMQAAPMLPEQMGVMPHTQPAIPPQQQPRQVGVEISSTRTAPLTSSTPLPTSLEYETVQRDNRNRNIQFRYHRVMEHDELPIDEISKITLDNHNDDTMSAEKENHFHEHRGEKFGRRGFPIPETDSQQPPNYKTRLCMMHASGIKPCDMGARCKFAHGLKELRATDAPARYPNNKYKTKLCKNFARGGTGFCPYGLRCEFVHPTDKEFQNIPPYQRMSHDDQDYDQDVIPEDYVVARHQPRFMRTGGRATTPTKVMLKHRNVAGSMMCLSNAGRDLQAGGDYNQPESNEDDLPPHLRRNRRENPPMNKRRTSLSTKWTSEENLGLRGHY
Fam108B inh = blocks mouse Fam108B hydrolase in RBBP9 counter-screen; AID 1947; recombinant Fam108B, FP-Rh probe fluorescence polarization; 300,000 compounds, 0.33% hits; inhibition, % at 9.51 µM;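 active means inhibition above the screen mean inhibition plus 3 SD, computed separately per campaign, cut at about 18% in these data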;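 further: inhibitors lower polarization as less probe binds the enzyme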
ZTA DNA inh = counter-screen for EBNA-1 inhibitors: inhibitors of Epstein-Barr virus ZTA; ZTA-DNA binding, fluorescence polarization; 320,000 compounds, 0.15% hits; inhibition, % at 11 µM; P03206; in the data active means inhibition above about 33%
Target sequence (P03206 whole entry, looked up): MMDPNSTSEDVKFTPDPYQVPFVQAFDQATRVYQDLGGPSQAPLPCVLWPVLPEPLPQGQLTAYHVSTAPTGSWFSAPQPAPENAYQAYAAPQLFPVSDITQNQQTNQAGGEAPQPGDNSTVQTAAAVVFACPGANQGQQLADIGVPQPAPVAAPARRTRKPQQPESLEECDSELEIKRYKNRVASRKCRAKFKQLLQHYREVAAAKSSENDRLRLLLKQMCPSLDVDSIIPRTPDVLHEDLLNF
Efflux pump mplx = inhibitors of Candida antifungal efflux pumps expressed in yeast; AID 485275; S. cerevisiae Candida pump triplex, Nile Red efflux; 330,000 compounds, 0.44% hits; inhibition, % at 10 µM;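 active means plate passing quality check with inhibition over a set limit, or well fluorescence over plate mean plus 4 SD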;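 further: Nile Red retained in pooled yeast measured as flow cytometry median fluorescence; 0% = buffer negative control and 100% = Enniatin B positive control; higher means more Nile Red kept so more efflux inhibition; some compounds called inactive have numbers as strong as hits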
GLD-1 TGE inh = GLD-1-TGE RNA interaction inhibition (C. elegans). Q17339. purified GLD-1 + fluorescein TGE RNA, fluorescence polarization. inhibition, % at 5.96 µM. 320,000 compounds, 0.44% hits;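 active means percent inhibition above a per-plate cutoff, the plate mean of test compounds plus 3 SD, cut at about 30% in these data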;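 further: 0% = DMSO wells with GLD-1 and probe and 100% = wells lacking GLD-1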
Yeast superoxide = caloric restriction mimetics inhibiting age-related superoxide in yeast; 330,000 compounds, 0.18% hits; superoxide response (% of plate mean), % at 10 µM; S. cerevisiae aged cells, superoxide DHE fluorescence; hits give low values;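 active means superoxide response under a set limit, about three screen SD below normal, cut at about 65% in these data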;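 further: yeast aged for seven days with compound at 30 °C before DHE staining; 100% = average MFI of all compound-treated wells on the plate with controls excluded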
Bcl-xL primary = blocks human Bcl-xL binding to Bim BH3 peptide; Q07817; 320,000 compounds, 0.7% hits; inhibition, % at 10.9 µM; GST-Bcl-xL / FITC-Bim BH3 peptide fluorescence polarization;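 active means inhibition above the mean of all tested compounds plus 3 SD, cutoff set per campaign, cut at about 30% in these data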;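 further: 0% = DMSO wells and 100% = unlabeled Bim-BH3 peptide competitor; inhibitors lower millipolarization by displacing the labeled peptide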
Target sequence (Q07817 whole entry, looked up): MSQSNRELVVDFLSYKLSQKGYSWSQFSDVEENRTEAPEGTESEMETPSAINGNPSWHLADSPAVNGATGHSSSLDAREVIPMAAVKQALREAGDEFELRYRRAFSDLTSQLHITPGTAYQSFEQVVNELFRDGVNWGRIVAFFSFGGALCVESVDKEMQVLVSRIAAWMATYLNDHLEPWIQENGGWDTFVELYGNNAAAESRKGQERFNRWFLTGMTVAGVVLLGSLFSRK
EBNA-1 inhibitor = blocks EBNA-1 binding to DNA; EBNA-1 DNA binding, fluorescence polarization; inhibition, % at 14.8 µM; 300,000 compounds, 0.34% hits; AID 1950; in the data active means inhibition above about 28%
* hit, by the source's call; · = no result given.

SMILES | MCL1 BIM primary | MEX-5 binding | Fam108B inh | ZTA DNA inh | Efflux pump mplx | GLD-1 TGE inh | Yeast superoxide | Bcl-xL primary | EBNA-1 inhibitor
O=C(COC(=O)CNC(=O)c1ccco1)Nc1ccc(F)cc1 | 1.5 | -0.3 | -2.4 | 4.8 | -0.3 | -6.1 | 103.8 | 0.7 | 7.0
CCOC(=O)c1c(NC(=O)CN2C(=O)c3ccccc3C2=O)sc(Cc2ccc3c(c2)OCO3)c1C | 2.7 | 1.7 | -3.2 | 3.3 | 0.2 | 3.9 | 100.1 | 1.9 | 3.0
COc1cccc(-c2ccc(C#N)c(OC(=O)c3ccc(Cl)cc3)n2)c1 | -1.0 | -0.9 | 0.9 | 1.6 | 0.1 | 1.4 | 112.0 | 1.2 | -8.7
CCCCC1=CC2=CC(=O)C(C)(OC(=O)CC)C(=O)C2=CN1CCc1c[nH]c2ccccc12 (stereo not given) | 7.5 | -6.2 | 3.5 | -11.5 | 0.0 | 9.9 | 105.4 | 3.7 | -16.6
CCOC(=O)N1CCC(N2Cc3cccc(C(=O)Nc4ccc(N(CC)CC)cc4C)c3C2=O)CC1 | 1.1 | 3.5 | 7.0 | 5.3 | 0.0 | -4.2 | 100.5 | 1.5 | -1.4
Cc1oc(-c2cccs2)nc1CN1CCN(C2CCCC2)C(CCO)C1 (stereo not given) | 5.2 | 1.2 | 6.4 | -4.6 | 0.0 | -2.8 | 102.4 | 3.4 | -7.6
COc1ccc(S(=O)(=O)NC(CC(=O)NCc2ccccc2OC)c2ccco2)cc1 (stereo not given) | 2.4 | 3.0 | 4.3 | 2.0 | 0.0 | -0.8 | 99.5 | 3.0 | 2.8
COc1cccc(CC2CC(=O)N(c3ccc4c(C)cc(=O)oc4c3)C2=O)c1 (stereo not given) | -3.7 | -1.1 | -3.0 | 17.2 | -0.1 | 4.6 | 92.6 | 5.0 | 16.9
O=C(Nc1ccc(Cl)cc1)Nc1nnc(Cc2ccc([N+](=O)[O-])cc2)s1 | 7.2 | 0.1 | -1.6 | 3.7 | 1.4 | 3.4 | 103.8 | 7.8 | 1.9
COc1cc2[nH]c(=S)nc(NCc3cccs3)c2cc1OC | 9.2 | 0.7 | 6.9 | -5.3 | 0.0 | 2.2 | 90.4 | 9.2 | 5.4
O=C(COC(=O)c1ccc(S(=O)(=O)N2CCCC2)cc1)Nc1cccnc1Cl | -21.1 | 1.6 | -0.8 | 6.5 | 0.0 | 1.4 | 101.7 | -13.6 | -1.4
CCOc1ccc(Oc2ccc(C(F)(F)F)cc2N)cc1 | -0.7 | 0.9 | -0.9 | 22.8 | 0.0 | 0.1 | 99.6 | 5.5 | 17.9
CC1CCC/C(=N\NC(=O)Nc2ccccc2)C1 (stereo not given) | -2.3 | -0.1 | -1.8 | -1.0 | 0.5 | 1.9 | 115.8 | 5.1 | -9.0
COc1ccc(NC(=O)C(NC(=O)Cc2cccs2)c2ccccc2)cc1 (stereo not given) | 0.9 | 2.4 | -1.9 | 11.3 | -0.4 | -46.9 | 110.4 | 2.6 | -9.8
COc1ccc(C)cc1S(=O)(=O)Nc1cccc(-c2ccc(N3CCCCCC3)nn2)c1 | 1.0 | -0.8 | -13.9 | 11.3 | -0.3 | -10.1 | 104.2 | 0.5 | -5.7

3 compounds from above, reduced to MEX-5 binding and ZTA DNA inh:
Molecule	MEX-5 binding	ZTA DNA inh
COc1cccc(CC2CC(=O)N(c3ccc4c(C)cc(=O)oc4c3)C2=O)c1 (stereo not given)	-1.1	17.2
O=C(Nc1ccc(Cl)cc1)Nc1nnc(Cc2ccc([N+](=O)[O-])cc2)s1	0.1	3.7
COc1cc2[nH]c(=S)nc(NCc3cccs3)c2cc1OC	0.7	-5.3

More records follow.
SMILES | MCL1 BIM primary | MEX-5 binding | Fam108B inh | ZTA DNA inh | Efflux pump mplx | GLD-1 TGE inh | Yeast superoxide | Bcl-xL primary | EBNA-1 inhibitor
CC(=O)Nc1ccc(OC(=O)c2cc3cc(Br)ccc3oc2=O)cc1 | 6.2 | 0.6 | 1.4 | 2.1 | 0.1 | 4.0 | 100.0 | 6.8 | 3.9
COc1ccc(-c2[nH]ncc2CN(C)Cc2c(C)n[nH]c2C)c(OC)c1 | 5.2 | 0.4 | -0.3 | -5.4 | 0.0 | 3.5 | 100.5 | 1.8 | 3.3
COc1ccc(-c2cn(-c3ccc(C)cc3)c(=O)n2CC(=O)Nc2ccc(OC)cc2OC)cc1 | -10.0 | 4.4 | 6.0 | 18.1 | 0.1 | -0.4 | 96.5 | -3.2 | 7.3
CC1=Nn2c(nnc2-c2cccs2)SC1 | 6.8 | 0.9 | -5.9 | 15.1 | 0.1 | -3.2 | 122.1 | 3.0 | -6.2
CCc1ccc(OCC(O)CN2CCCC2)cc1 (stereo not given) | 11.2 | -0.3 | 3.0 | -11.7 | -0.1 | 3.0 | 108.0 | 0.0 | -5.8
COCCNC(=O)c1ccc(NC(=O)C2(c3ccccc3)CCCC2)cc1 | 4.0 | -4.5 | 2.6 | -9.8 | -0.2 | -1.8 | 73.3 | 3.7 | 4.6
CC1=CC(c2ccccc2)NC(=S)N1 (stereo not given) | 13.5 | 0.7 | 2.9 | -18.7 | 0.2 | 6.9 | 87.0 | 1.8 | 3.7
CC1Cc2ccccc2N1C(=O)CSc1nnc2sc3ccccc3n12 (stereo not given) | -3.4 | 1.3 | -0.1 | -2.5 | 0.3 | -3.8 | 107.0 | -0.7 | -4.3
Cc1ccc(S(=O)(=O)N2CCCCC2CCNC(=O)C(=O)NCCc2ccco2)cc1 (stereo not given) | 2.0 | 0.5 | 3.4 | -3.2 | 0.0 | -2.5 | 95.1 | 4.5 | 4.6
Cc1cc(OCc2cccc(Cl)c2)c(C)cc1CN1CCOCC1 | 0.1 | -1.9 | -5.3 | -17.8 | 0.0 | 4.2 | 102.6 | -0.9 | -7.5
COc1ccc(C(C(=O)NC2CCCCC2)N(CC2CCCO2)C(=O)CNC(=O)c2ccco2)cc1 (stereo not given) | -1.5 | -2.5 | -4.5 | -17.9 | -0.1 | 4.2 | 87.6 | 0.8 | -2.8
Cc1ccc(C)c(-n2c(-c3csc(C)c3C)n[nH]c2=S)c1 | -10.8 | 0.5 | 0.1 | -16.5 | -0.2 | 0.7 | 81.6 | -6.9 | -0.2
CCN(CC(=O)N1CCCCC1)S(=O)(=O)c1ccccc1 | 3.1 | -2.7 | -4.1 | -6.2 | -0.1 | 4.1 | 96.3 | 5.0 | 3.5
CCOC(=O)N1CCN(c2nc3ccc(C(=O)c4ccccc4)cc3n3cnnc23)CC1 | 3.1 | 1.5 | -2.5 | 2.9 | -0.1 | -1.7 | 96.4 | 7.6 | 2.0
Cc1ccc(C)c(-c2nnc(NC(=O)COc3ccccc3)o2)c1 | 0.7 | -0.1 | -1.3 | 3.4 | 0.2 | -3.3 | 99.3 | -1.5 | -3.6
Cc1ccc(S(=O)(=O)NCCc2ccncc2)cc1 | 1.6 | -1.7 | -1.0 | 1.4 | -0.1 | 5.8 | 98.4 | 0.9 | 2.4
CC1(C(=O)NC2CCCCC2)CCC(=O)N1Cc1cccnc1 (stereo not given) | 10.5 | · | 1.9 | 3.7 | -0.1 | 1.1 | 91.1 | 14.6 | 12.0
COCc1nnc(NC(=O)CCC2CCCCC2)s1 | 4.0 | -1.5 | 4.7 | -5.2 | 0.0 | 3.7 | 92.1 | 8.6 | 8.3
CC(=O)/C=C(\C)Nc1c(C)n(C)n(-c2ccccc2)c1=O | 6.0 | 2.0 | -2.1 | -3.0 | 0.0 | 0.5 | 100.5 | -0.6 | 0.4
O=C(Oc1nsnc1N1CCOCC1)N1CCCCC1 | -6.6 | -0.9 | 1.8 | -6.1 | 0.1 | -0.9 | 88.5 | 0.5 | 3.2
COc1ccccc1OCCCC(=O)Nc1ccc2c(c1)OCCO2 | 3.8 | -0.1 | 4.0 | -4.6 | 0.0 | -1.0 | 95.9 | 4.2 | -2.1
Cc1ccc2[nH]c3c(=O)n(Cc4ccncc4)cnc3c2c1 | 9.2 | -1.0 | 1.9 | -7.6 | -0.1 | -3.0 | 93.7 | -4.5 | -5.4
CCOC(=O)C1(CCc2ccccc2)CCN(C(=O)CCc2cnn(C)c2)CC1 | 9.1 | 2.8 | -1.7 | -1.6 | -0.1 | -5.3 | 103.9 | 4.7 | -7.9
COc1ccccc1CCC(=O)OCC(=O)Nc1ccc2[nH]c(=O)[nH]c2c1 | 0.1 | 0.2 | -1.6 | -0.8 | 0.0 | 1.1 | 101.2 | 2.2 | 5.2
CN(CC(=O)Nc1ccc(Cl)c(Cl)c1)C(=O)c1cccc2cccnc12 | -43.5 | · | · | -9.0 | -0.1 | -51.0 | 79.1 | -23.9 | ·
O=C(Cc1ccc([N+](=O)[O-])cc1)N1CCN(c2ccc([N+](=O)[O-])cc2)CC1 | -4.3 | -2.0 | 0.6 | 13.2 | 0.2 | 1.0 | 96.8 | -3.8 | -3.3
Cc1cccc(N/N=C/c2ccc(O)c(O)c2O)c1 | 19.5 | -5.6 | 6.6 | -6.6 | -0.1 | 2.4 | 86.7 | 13.3 | -2.0
O=C(OCc1cc2ccccc2[nH]c1=O)c1cccc([N+](=O)[O-])c1 | -1.4 | · | 0.4 | 2.1 | 0.1 | -6.9 | 104.6 | 5.2 | 8.5
COC(=O)c1sc(=S)n(Cc2ccccc2)c1C | 2.6 | 1.4 | 1.9 | -6.3 | 0.1 | 2.0 | 114.8 | -0.1 | -11.1
Cc1ccc(S(=O)(=O)N2CCC(C(=O)NCCC3=CCCCC3)CC2)c(C)c1 | 0.7 | -0.9 | 0.6 | 4.8 | 0.1 | -6.0 | 102.6 | 1.2 | -5.2
O=C(c1nc[nH]c1C(=O)N1CCc2ccccc2C1)N1CCc2ccccc2C1 | 7.0 | · | · | 9.6 | -0.1 | -0.9 | 102.9 | 2.6 | ·
CCOC(=O)NC1(NCC(C)C)Oc2ccccc2O1 | 12.4 | 0.2 | -3.8 | 10.5 | 0.0 | -1.1 | 93.6 | 13.3 | -2.6
Cc1ccc(NC(=O)C(=O)NC2CCCCC2)cc1 | -4.3 | -0.2 | -3.5 | 1.0 | 0.0 | 8.0 | 102.4 | -4.8 | 11.1
O=C(c1ccccc1)N1CCN(C(=O)c2cc3ccccc3o2)CC1 | 0.7 | 0.8 | -1.8 | -4.4 | -0.1 | 2.0 | 101.8 | -3.3 | 2.9
COc1ccc(C(=O)NC(=S)N2CCCCC2)cc1 | 9.8 | 0.6 | -0.4 | -6.6 | -0.2 | 7.3 | 77.5 | 10.7 | 9.1
COc1ccc([N+](=O)[O-])cc1NC(=O)CCN1CCOCC1 | 11.2 | 0.1 | 1.9 | -34.4 | -0.1 | 2.9 | 98.4 | 1.1 | -5.5
CCc1ccc2[nH]c(=O)c(CN(Cc3nnnn3C3CCCC3)C3CCCCC3)cc2c1 | 5.0 | -0.6 | -4.0 | 8.5 | 0.0 | 4.7 | 87.6 | 4.1 | 3.8
COc1ccc(/C=N/NC(=O)c2ccccc2)cc1CN1CCN(c2ccc(F)cc2)CC1 | 1.6 | 2.6 | -4.0 | 9.8 | 0.0 | 2.3 | 99.1 | 1.3 | -2.5
Cc1oc(-c2ccccc2F)nc1CS(=O)CC(=O)NC1CCCCC1 (stereo not given) | -1.1 | -1.8 | 3.1 | -6.5 | 0.3 | -2.3 | 103.8 | -3.8 | -2.7
O=C(O)C1CCCC[C@H]1C(=O)Nc1ncc([N+](=O)[O-])s1 (stereo not given in full) | 4.8 | · | 0.7 | 4.7 | 0.0 | -7.8 | 100.3 | 9.1 | 10.8
